High-throughput results deposited in PubChem BioAssay by several laboratories.
NCF1 inh: p47phox (human) inhibition | P14598 | p47phox/p22phox peptide binding, fluorescence polarization, 2 h | inhibition, % at 24.7 µM | 0.53% of 220,000 active | AID 1274;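 active means inhibition above about 30%, limit read from the data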;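 further: 0% = p47phox with labelled peptide and 100% = labelled peptide alone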
TbHK1 inh: blocks Trypanosoma brucei hexokinase 1 activity. recombinant TbHK1, G6PDH-coupled NADH A340. inhibition, % at 10 µM. 0.11% of 220,000 active. AID 1430;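 active means inhibition of 50% or more in the single-dose primary screen; inactive means inhibition below 50%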
Runt-SMMHC FRET: inhibitors of human RUNX1 Runt domain binding to CBFb-SMMHC; 0.74% of 220,000 active; Cerulean-Runt/Venus-CBFb-SMMHC FRET ratio 530/480, 1 h; AID 1434; Q01196+Q13951; inhibition, % at 20 µM;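 active means mean inhibition across duplicate retests at 20 µM reaching about 50%, limit read from the data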;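 further: 0% = DMSO wells and 100% = wells with excess untagged CBFb-SMMHC; inhibitors lower the FRET ratio by blocking Runt binding to CBFb-SMMHC; some results filed as inactive read as strong as hits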
p97 inhibitor: human p97 ATPase inhibition; 0.42% of 220,000 active; recombinant p97 ATPase, Kinase-Glo ATP luminescence, 3 h; P55072; inhibition, % at 8 µM; in the data active means inhibition above about 15%;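 further: 0% = DMSO vehicle and 100% = wells lacking enzyme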
Target sequence (P55072 whole entry, looked up): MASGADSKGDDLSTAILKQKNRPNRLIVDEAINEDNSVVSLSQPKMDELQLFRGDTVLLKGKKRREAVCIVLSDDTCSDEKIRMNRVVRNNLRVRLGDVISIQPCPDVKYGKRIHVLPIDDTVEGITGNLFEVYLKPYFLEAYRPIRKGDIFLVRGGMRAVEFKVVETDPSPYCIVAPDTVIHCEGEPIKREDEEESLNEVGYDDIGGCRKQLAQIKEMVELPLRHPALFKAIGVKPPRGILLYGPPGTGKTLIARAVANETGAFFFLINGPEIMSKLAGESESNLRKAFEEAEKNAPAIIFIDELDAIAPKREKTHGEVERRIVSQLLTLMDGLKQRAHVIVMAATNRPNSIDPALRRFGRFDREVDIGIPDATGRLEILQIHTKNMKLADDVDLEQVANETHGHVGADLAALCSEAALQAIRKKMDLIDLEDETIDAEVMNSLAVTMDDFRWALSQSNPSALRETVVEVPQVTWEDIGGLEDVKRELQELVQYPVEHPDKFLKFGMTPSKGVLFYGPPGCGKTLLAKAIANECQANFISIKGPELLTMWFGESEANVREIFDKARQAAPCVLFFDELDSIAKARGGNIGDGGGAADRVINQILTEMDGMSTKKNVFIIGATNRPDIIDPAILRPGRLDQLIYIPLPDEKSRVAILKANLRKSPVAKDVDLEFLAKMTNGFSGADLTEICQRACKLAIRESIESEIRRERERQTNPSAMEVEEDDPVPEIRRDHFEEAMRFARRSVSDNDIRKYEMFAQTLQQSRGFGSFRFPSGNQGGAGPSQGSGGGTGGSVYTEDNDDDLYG
EBV gp42 inh: EBV gp42 inhibition. Q1HVG2. Fluorescence polarization binding assay, mP read-out. inhibition, % (tested at 21.74 µM). 0.42% of 220,000 active. AID 1085; in the data active means inhibition above about 50%
Target sequence (Q1HVG2 whole entry, looked up): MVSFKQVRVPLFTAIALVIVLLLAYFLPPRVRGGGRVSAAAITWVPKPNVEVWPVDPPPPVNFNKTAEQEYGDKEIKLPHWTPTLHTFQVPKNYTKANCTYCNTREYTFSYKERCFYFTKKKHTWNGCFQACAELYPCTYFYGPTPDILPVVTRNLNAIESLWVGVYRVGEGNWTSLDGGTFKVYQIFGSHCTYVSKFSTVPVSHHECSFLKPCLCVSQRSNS
Furin inhibitor: human furin inhibition; purified furin, fluorogenic substrate cleavage; 0.061% of 220,000 active; inhibition, % at 30 µM; in the data active means inhibition above about 25%; further: inactives centre near -15
RBBP9 inh: human RBBP9 hydrolase inhibition | 0.2% of 220,000 active | AID 1515 | recombinant RBBP9, FP-Rh probe fluorescence polarization | inhibition, % at 7.94 µM;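 active means inhibition above the campaign mean of all tested compounds plus 3 SD, cut at about 14% in these data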;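 further: plate controls were DMSO wells with RBBP9 for no effect and wells lacking RBBP9 protein for full effect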
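system = RBBP9 protein | input = RBBP9 at 2.5 µM in dispensed solution, before mixing | measured by = fluorescence polarization (mP), excitation 525 nm, emission 598 nm | incubation = enzyme-compound preincubation 30 min, then probe labeling 45 min, 25 °C | buffer or medium = Tris-NaCl-Pluronic buffer, pH 8.0 | compound = single dose 7.94 µM | also added = FP-Rh probe, 375 nM dispensing solution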
Calpain2 inh: calpain II (pig) inhibition. inhibition, % at 16 µM. AID 1236. purified calpain II, fluorogenic peptide substrate, 30 min. 0.37% of 220,000 active;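 active means inhibition above about 50%, limit read from the data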
Runt-CBFb FRET: Runt domain-CBFb interaction inhibition; Q01196+Q13951; Cerulean-Runt/Venus-CBFb FRET ratio 530/480, 1 h; inhibition, % at 20 µM; 0.46% of 220,000 active; AID 1496;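 active means inhibition over about 50% at 20 µM in the single-dose screen, limit read from the data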;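 further: 0% = DMSO wells and 100% = excess unlabeled CBFb competitor control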
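Measured by: fluorescence energy transfer, 422 nm excitation, 530/480 nm emission; test system: Cerulean-tagged RUNX1 Runt domain (FRET donor) fusion protein; buffer or medium: Tris pH 7.5 buffer with BSA; compound: one dose, 20 µM compound, 1% DMSO; times: two 1 h room-temperature incubations shielded from light; benchmarks: unlabeled CBFb 5 µM, positive control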
An asterisk follows results filed as active; i = inactive; x = not tested or not shown; [ ] = remark or other dose.

SMILES	NCF1 inh	TbHK1 inh	Runt-SMMHC FRET	p97 inhibitor	EBV gp42 inh	Furin inhibitor	RBBP9 inh	Calpain2 inh	Runt-CBFb FRET
CCCn1c(SCC(=O)Nc2ccc(OC)cc2[N+](=O)[O-])n[nH]c1=O	-13	-4	-2	-1	0	-21	-9	-4	0
Cc1ccccc1-c1nnc(SCc2ccccc2F)o1	-11	9	0	-2	-1	-23	-3	-23	-2
COc1ccc(C(=O)NC2CCSC2=O)cc1 (centres undefined)	2	3	-6	3	-6	-15[20 µM]	-7	-22	0
CN(C)CCCN(C(=O)c1cccs1)c1nc2cc3c(cc2s1)OCO3	-16	-14	2	3	-5	-23	-6	-25	0
COc1ccc(C(C(=O)NC2CCCC2)N(C(=O)c2ccco2)c2ccc(OC)c(OC)c2)cc1 (centres undefined)	-14	3	2	1	-7	-20[20 µM]	-6	-14	5
COc1ccc2c(c1)c(=O)oc1c(C)c(OCc3cc(C(=O)O)oc3C)ccc12	-22	-1	-9	7	-6	-15	2	i	-5
CCOC(=O)c1[nH]c(C)c(C(=O)N(C)Cc2ccccc2)c1C	-10	4	1	-4	2	-17	0	-6	6
Cc1nc2cc(S(=O)(=O)N(C)C)ccc2n1-c1ccccc1	-5	4	0	5	0	-16	-5	-12	-1
C=CCn1c(=O)c2ccccc2n2c(SCc3cc(=O)n4ccsc4n3)nnc12	0	-8	1	4	-13	-13	5	19	1
COCCCNC(=O)C(=O)NCCCOC(C)C	-8	0	1	3	-3	-22[20 µM]	6	-8	1
CC1CN(S(=O)(=O)c2cccc(C(=O)OCc3cc(=O)oc4cc(O)ccc34)c2)CC(C)O1 (centres undefined)	x	6	36	-4	x	-16[20 µM]	-1	x	13
COc1cccc(-c2nnn(C/C(N)=N/O)n2)c1	3	3	0	8	-1	-26	4	4	3
Cc1ccc(NC(=O)CCC(=O)OCC(=O)c2ccc(Oc3ccc([N+](=O)[O-])cc3)cc2)cc1C	-19	1	1	2	-10	-23	4	5	0
COc1cc(/C=N/N=C(/C(=O)c2ccccc2)c2ccccc2)cc(OC)c1O	-30	-16	27	4	-6	-14	1	11	-1
CCOC(=O)c1[nH]cnc1C(=O)O	2	5	-1	5	-6	-23	-9	12	0
CCc1c(C(=O)NNC(=S)NCCc2ccccc2)csc1C	-12	1	-1	-1	-14	-11[20 µM]	-7	-3	-4
Cc1cc(C(=O)OC(C)C(=O)Nc2nc(-c3ccccc3)cs2)c(C)o1 (centres undefined)	-22	5	-5	-6	-2	-13[20 µM]	0	22	3
O=C1CCCc2sc3c(c2N1)CCCCC3	-8	2	-6	-7	-2	-1	-5	-14	1
CCCN(CC(=O)Nc1ccccc1C)C(=O)/C=C/c1cccs1	-19	-22	-3	2	-6	-14	-3	6	0
COC(=O)C(C(=O)OC)c1ccccc1[N+](=O)[O-]	-8	-5	-1	1	-16	-18[20 µM]	-6	-11	1
CCc1nc2ccc(C(=O)Nc3ccc4c(c3)OCO4)cc2nc1CC	-18	-16	-4	4	-32	-23	-2	-23	1
C/C(N)=C(/C#N)C(=O)CSc1nnc(Nc2ccccc2C)s1	-15	-6	-1	4	-7	5[20 µM]	-6	12	-1
c1ccc(Cn2cc(CN3CCCO3)c(-c3ccc4c(c3)OCO4)n2)cc1	-4	-6	2	2	-2	-35	1	15	-1
O=C(c1ccc(COc2c(F)c(F)cc(F)c2F)o1)N1CCN(c2ccc(Cl)cc2)CC1	-17	5	-2	4	-1	-21[20 µM]	5	14	-3
Cc1cc(NC(=O)c2cc(-c3cccs3)nc3ccccc23)no1	-21	-9	4	-2	-6	-22	-7	-263	1
CCCn1cc(SCC(=O)Nc2ccc3c(c2)OCO3)c2ccccc21	-16	6	1	-12	-12	-10	-8	16	0
O=C(Cn1nnc(-c2ccccc2)n1)N1CCN(c2ccc(F)cc2)CC1	-10	-1	-5	1	-10	-24	-6	-14	2
CC(C)C(NS(=O)(=O)c1c(Cl)cccc1Cl)C(=O)OCC(=O)c1c[nH]c2ccccc12 (centres undefined)	-43	-2	5	0	-13	-8	-3	29	3
CSC1=NC2(CC(c3ccccc3)Oc3cc(O)ccc32)CC(C)(C)N1 (centres undefined)	-22	3	12	-3	-19	-4[20 µM]	-7	-14	-1
CCc1ccccc1N1C(=O)[C@@H]2Cc3ccccc3CN2C1=O	-9	-3	0	6	-13	-14	6	-6	-1

Compounds from the list above that contain a nitro group on carbon, in the order listed:
SMILES	NCF1 inh	TbHK1 inh	Runt-SMMHC FRET	p97 inhibitor	EBV gp42 inh	Furin inhibitor	RBBP9 inh	Calpain2 inh	Runt-CBFb FRET
CCCn1c(SCC(=O)Nc2ccc(OC)cc2[N+](=O)[O-])n[nH]c1=O	-13	-4	-2	-1	0	-21	-9	-4	0
Cc1ccc(NC(=O)CCC(=O)OCC(=O)c2ccc(Oc3ccc([N+](=O)[O-])cc3)cc2)cc1C	-19	1	1	2	-10	-23	4	5	0
COC(=O)C(C(=O)OC)c1ccccc1[N+](=O)[O-]	-8	-5	-1	1	-16	-18[20 µM]	-6	-11	1

The list goes on:
SMILES	NCF1 inh	TbHK1 inh	Runt-SMMHC FRET	p97 inhibitor	EBV gp42 inh	Furin inhibitor	RBBP9 inh	Calpain2 inh	Runt-CBFb FRET
O=C(NCCNC(=O)c1ccco1)c1ccc(F)cc1	-8	-5	4	6	-11	-23	-7	-14	2
CCOC(=O)c1sc(-c2ccc(F)cc2)cc1NC(=O)Nc1ccccc1OC	-15	-11	3	5	-1	-20	3	-22	1
CC(=O)NCc1ccc(-c2nc3ccccc3s2)cc1	-7	0	-3	-7	7	-6	-16	-18	2
COc1ccc(-n2c3c(cc(C(=O)N4CCC(C)CC4)c2=O)C(=O)CC(C)(C)C3)cc1	-9	-9	4	-6	-11	-20	-9	-19	2
CCn1c(SCC(N)=O)nc2c1c(=O)n(C)c(=O)n2C	2	4	1	4	8	-24[20 µM]	-7	19	2
COC(=O)C1(CCSC)NC(c2ccccc2OC)C2C(=O)N(C)C(=O)C21 (centres undefined)	-13	-5	2	3	-9	-25	6	29	-1
CCCCCCCC(=O)N/N=C(\C)c1ccc(O)cc1O	11	3	1	5	2	-21	1	-72	1
COc1ccc(CC2SC(=Nc3ccc(F)cc3)NC2=O)cc1 (centres undefined)	6	1	1	-1	4	-13	5	-18	-1
O=C(CNc1ccc2c(c1)OCO2)N/N=C\c1cn(Cc2ccc(F)cc2)c2ccccc12	9	2	1	5	6	-13	-3	-79	5
CCOC(=O)c1ccc(S(=O)(=O)NCC(c2ccc(N(C)C)cc2)c2c[nH]c3ccccc23)cc1 (centres undefined)	-19	9	-4	4	-7	-19	0	-16	20
COc1ccc(N2CCN(C(=S)NCCc3ccccc3)CC2)cc1	x	-2	x	1	x	-22[20 µM]	-7	x	x
COC(=O)c1ccc(/C=N/OCC(=O)NC2CCCCCCC2)cc1	-6	3	-4	0	-13	-2[20 µM]	-7	10	2
O=C(CCCc1ccccc1)NC1CC1	-11	1	0	5	-13	-21	-4	-16	-2
O=C(NCCO)c1c(O)c2cccc3c2n(c1=O)CC3	-9	-7	4	3	2	-23	-5	-30	3
O=C(Nc1ccc(O)cc1)/C(=C\C=C\c1ccccc1)NC(=O)c1ccccc1	-2	-57	2	6	5	14	-6	-17	-2
CC(C)NC(=O)c1cnc(N2CCN(c3ccccn3)CC2)c2ccccc12	3	-21	-4	-1	-7	5	-5	-16	2
CCOC(=O)CSc1ccc(C(=O)N2CCN(C)CC2)cc1[N+](=O)[O-]	-20	-3	1	0	8	-22	-3	-42	1
N/C(=N\NS(=O)(=O)c1cc(C(F)(F)F)cc(C(F)(F)F)c1)c1ccccn1	-6	-18	1	-1	-9	-10	3	-17	-1
COc1ccc(Br)cc1C(=O)Nc1ccc(C(=O)O)cc1	1	6	-5	1	-12	-13	1	24	-2
O=S(=O)(NCC(c1ccco1)N1CCN(c2ccccc2F)CC1)c1ccc(F)cc1 (centres undefined)	-11	2	-1	3	-16	-11	3	3	0
COc1ccc(/C=N/NC(=O)CCOc2ccccc2C)cc1OC	1	-12	-2	1	-17	-18	-8	-4	-1
Cc1ccc(C)c2c1cc(C)c1nnc(SCC(=O)NCc3ccc4c(c3)OCO4)n12	-8	35	-3	-4	0	3	-12	26	-2
COc1ccc(C2C(C#N)=C(/N=C/N3CCN(C)CC3)OC3=C2C(=O)CC(C)(C)C3)cc1OC (centres undefined)	-7	-21	-8	2	-4	-23	-1	-28	0
O=C(CCCN1C(=O)c2ccccc2C1=O)Oc1ccc(F)cc1	-16	-4	3	-2	-9	-26[20 µM]	-7	-35	-1
CCCCC(=O)NC(=S)Nc1cc(C(=O)O)ccc1OC	-4	4	0	18*	-10	-11	-9	37	0
O=C1CCC(=O)N1c1nc2nc(-c3ccccc3)cc(=O)n2[nH]1	-4	-4	-4	5	1	-24[20 µM]	0	-29	0
COCCCNc1nc(SCc2ccccc2)nc2sc3c(c12)CCC3	-40	-6	0	0	-16	-8[20 µM]	0	1	-15
CCOc1cc(/C=C2\C(=O)N(Cc3ccc(C)cc3)C(C)=C2C(=O)OC)ccc1O	-4	-7	-7	1	-1	-4[20 µM]	-2	4	4
COc1ccc(-n2c(=O)c3ccccc3n(Cc3ccc(F)cc3)c2=O)cc1OC	-9	16	-7	-6	-2	-3[20 µM]	-15	-22	-1
COc1ccc(CNS(=O)(=O)c2ccc3oc(C(=O)O)c(C)c3c2)cc1	-3	7	1	-3	-2	-25[20 µM]	-3	8	1
CCN(CC(=O)NCc1cccs1)C(=O)CCc1c[nH]c2ccccc12	-7	7	-1	-5	-3	-10	-6	16	0
COc1ccccc1NC(=O)CSc1nc(N)c(C#N)cc1C#N	-69	0	9	0	-2	-3	-4	16	3
Cc1ccc(OCC(=O)Nn2cnnc2)c(Br)c1	-13	-1	-3	4	-14	-14[20 µM]	6	-12	-1
O=C(CSCC(=O)N1CCN(c2ccccc2)CC1)Nc1nc(-c2ccc(Cl)s2)cs1	-16	-7	-6	1	2	-4	-6	-6	-2
CC(C)OC(=O)CSc1nnc2n1C(C)(C)Cc1ccccc1-2	4	2	132*	-6	-18	-10	-12	13	121*
Cc1cccc2cc(C(c3nnnn3C3CCCC3)N3CCOCC3)c(=O)[nH]c12 (centres undefined)	0	-7	-52	1	-24	-16	-6	-4	-4
O=C(NCCN1CCN(c2cccc(Cl)c2)CC1)C1CCCN(S(=O)(=O)c2cnc[nH]2)C1 (centres undefined)	-4	-2	0	2	-4	-30	-9	8	0
Cc1ccc2c(CC(=O)NC3CCCc4ccccc43)coc2c1 (centres undefined)	-9	3	0	0	-10	-28	-10	9	1
COc1ccccc1CN1C[C@@H]2C[C@@H](c3[nH]c4c(C)cccc4c3C)N3CCC[C@@]23C1=O	-14	-8	-3	4	10	-15	-2	-37	-3
Cc1ccn2cc(CCNC(=O)c3ccc(Br)o3)nc2c1	-5	-3	0	-2	-1	-2	-2	-49	-1
Cc1ccc(NC(=O)CN2C(=O)NC(Cc3ccccc3)C2=O)cc1 (centres undefined)	x	4	-2	0	x	-9	-7	x	-2
